STAT1 activator: activators of IFN-gamma induced STAT1 signaling | NIH 3T3 STAT1-luciferase reporter, luminescence; 100% = IFN-gamma alone, no compound | activation (% of control), % at 5.5 µM | 200,000 compounds, 2.6% hits | AID 932;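 active = activation above the screen-wide mean activation plus 3 SD, cut at about 130% in these data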;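 note: raw ratio to IFN-gamma control signal so 100% means no change and 0% no light; values of inactives mirror those of a sister screen read the other way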
STAT1 blocker: reduces IFN-gamma driven STAT1 reporter signal. NIH 3T3 STAT1-luciferase reporter, luminescence. inhibition, % at 5.5 µM. 200,000 compounds, 0.35% hits. AID 920;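 active = inhibition above a set limit, the mean inhibition across all tested compounds plus 3 SD, cut at about 34% in these data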;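 note: 0% = IFN-gamma with DMSO and 100% = IFN-gamma with 300 µM nifuroxazide; values of inactives mirror those of a sister screen read the other way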
TLR4-MyD88 BLA: inhibitors of human TLR4-MyD88 binding. O00206+Q99836. HeLa CL3-4 TLR4/MyD88 BLA complementation, FRET ratio. inhibition, % at 8.4 µM. 200,000 compounds, 0.18% hits. AID 861; in the data active = inhibition above about 25%;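 note: 0% = vehicle and 100% = reference inhibitor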
Target sequence (O00206 whole entry, looked up): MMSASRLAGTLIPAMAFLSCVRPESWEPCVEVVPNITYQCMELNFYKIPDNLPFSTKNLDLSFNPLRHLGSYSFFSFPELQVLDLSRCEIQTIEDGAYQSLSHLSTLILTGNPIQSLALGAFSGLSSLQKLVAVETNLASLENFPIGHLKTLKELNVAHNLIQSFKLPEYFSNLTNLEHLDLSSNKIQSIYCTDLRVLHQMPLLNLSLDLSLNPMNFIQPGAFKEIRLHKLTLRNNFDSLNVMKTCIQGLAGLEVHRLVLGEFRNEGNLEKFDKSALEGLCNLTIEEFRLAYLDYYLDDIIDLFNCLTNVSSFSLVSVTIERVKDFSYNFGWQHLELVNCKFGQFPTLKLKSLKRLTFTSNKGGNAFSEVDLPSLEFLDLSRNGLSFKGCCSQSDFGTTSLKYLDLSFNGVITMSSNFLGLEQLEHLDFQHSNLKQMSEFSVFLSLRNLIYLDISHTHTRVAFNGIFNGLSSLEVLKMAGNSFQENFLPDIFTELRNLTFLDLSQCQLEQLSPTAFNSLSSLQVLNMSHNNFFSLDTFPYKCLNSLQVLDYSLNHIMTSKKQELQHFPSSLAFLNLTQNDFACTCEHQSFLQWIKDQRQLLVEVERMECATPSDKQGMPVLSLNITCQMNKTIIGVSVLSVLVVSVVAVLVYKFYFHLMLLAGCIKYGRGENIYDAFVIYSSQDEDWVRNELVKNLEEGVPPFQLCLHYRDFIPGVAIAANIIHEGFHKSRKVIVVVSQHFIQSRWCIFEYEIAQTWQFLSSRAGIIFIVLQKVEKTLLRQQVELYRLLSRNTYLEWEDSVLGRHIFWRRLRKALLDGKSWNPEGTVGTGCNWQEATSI
Target sequence (Q99836 whole entry, looked up): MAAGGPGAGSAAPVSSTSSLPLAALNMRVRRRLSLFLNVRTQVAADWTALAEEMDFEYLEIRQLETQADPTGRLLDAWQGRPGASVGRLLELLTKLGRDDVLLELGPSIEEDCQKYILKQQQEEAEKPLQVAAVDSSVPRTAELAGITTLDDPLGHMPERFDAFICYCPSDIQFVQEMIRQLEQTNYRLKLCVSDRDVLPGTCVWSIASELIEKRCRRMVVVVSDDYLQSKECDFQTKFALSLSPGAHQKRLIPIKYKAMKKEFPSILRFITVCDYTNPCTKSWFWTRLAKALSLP
NF-kB neuron act: NF-kB expression increase, human neuronal cells. NF-kB reporter expression; active compounds read high. fold change at 12.5 µM. 190,000 compounds, 1.6% hits; in the data active = fold change above about 3.3
Redox H2O2 prof: compounds producing H2O2 with reducing agent – biochemical, NIH compound library profiling, artefact control for MLSCN library redox annotation, primary screen; DTT-dependent redox cycling H2O2, phenol red/HRP absorbance; 100% = 100 µM peroxide control, 0% = buffer; activation, % at 10 µM; 200,000 compounds, 0.03% hits; AID 878;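 active = activation of at least 50% relative to the plate's high and low controls in the primary single-dose screen; inactive = activation below 50%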;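 note: compound incubated with DTT at 0.8 mM final as the reducing agent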
STAT3 inh: inhibitors of IL-6 induced STAT3 signaling | inhibition, % at 5.5 µM | U3A cells, IL-6 STAT3-luciferase reporter, luminescence; host cell line lacks STAT1 | AID 862 | 190,000 compounds, 0.89% hits;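 active = inhibition above the mean inhibition across all screened compounds plus 3 SD, cut at about 44% in these data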;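 note: 0% = DMSO only wells and 100% = 100 µM nifuroxazide control wells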
STAT3 activator: activators of IL-6 induced STAT3 signaling. 190,000 compounds, 0.91% hits. U3A cells, IL-6 STAT3-luciferase reporter, luminescence; 100% = signal with IL-6 EC80 alone. activation (% of control), % at 5.6 µM;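 active = activation above the screen-wide mean of compound activation plus 3 SD, cut at about 130% in these data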;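 note: 0% = background luminescence of wells with medium and substrate only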
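Detection: reporter luminescence signal / Assay system: STAT1-lacking human U3A cells, STAT3 luciferase reporter / Incubation: compound pre-incubation 1 h before IL-6, then 6 h stimulation at 37 °C / Control set: IL-6-only high control / Read-out: % activation relative to IL-6 control / Probe or stimulus: Interleukin-6, 33 ng/mL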
HMGR II inh: blocks class II HMG-CoA reductase of Enterococcus faecalis | purified E. faecalis HMGR, NADPH absorbance 340 nm kinetic | inhibition, % at 10 µM | 190,000 compounds, 0.41% hits;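 active = inhibition above a set limit, the median over all tested compounds plus 3 SD, cut at about 9.5% in these data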;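 note: enzyme runs in reverse so mevalonate oxidation gives rising NADPH absorbance; 0% = complete reaction with DMSO and 100% = background rate lacking mevalonate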
Hsp70 activator: Hsp70 transcriptional activation, primary screen. HeLa Hsp70 promoter luciferase reporter, luminescence; scaled: vehicle 0, proteasome-inhibitor control 100%. activation, % at 10 µM. 200,000 compounds, 0.04% hits;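 active = activation above the mean across all tested compounds plus 3 SD, cutoff set per campaign, cut at about 5.5% in these data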;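 note: 100% = MG132 at 30 µM as the positive control and 0% = DMSO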
APP 5'UTR act: activates APP 5'UTR luciferase reporter; SH-SY5Y APP 5'UTR luciferase reporter, luminescence; zero percent = DMSO vehicle wells; activation, % at 2 µM; 190,000 compounds, 1% hits;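 active = activation above a set limit, based on mean plus 3 SD of controls, cut at about 140% in these data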; note: values of inactives mirror those of a sister screen read the other way
Numbers without * were called inactive; · = not tested or not shown.

SMILES	STAT1 activator	STAT1 blocker	TLR4-MyD88 BLA	NF-kB neuron act	Redox H2O2 prof	STAT3 inh	STAT3 activator	HMGR II inh	Hsp70 activator	APP 5'UTR act
S=C(NCCC(c1ccccc1)c1ccccc1)Nc1ccccc1Cl	95	6	6	1.2	2.2	1	100	-1	-0.3	-5
Clc1ccc(CNCc2cccs2)cc1Cl	104	-4	1	1.1	-0.1	17	87	0	-0.4	16
CC(C)(C)NS(=O)(=O)c1ccc(CCC(=O)Nc2cc(Cl)ccc2Oc2ccccc2)cc1	92	8	-9	0.52	0.4	-8	107	-10	-0.2	6
COc1ccccc1CNC(=O)COC(=O)c1n[nH]c2ccccc12	100	1	-9	1.2	0.0	13	89	-8	-0.4	-14
COc1ccc(CNc2nc3nc4c(c(=O)n3[nH]2)CCC4)cc1	97	3	-9	1.3	2.4	7	97	5	-0.1	-1
CCC(=O)N(CCO)Cc1cc2ccc(C)c(C)c2[nH]c1=O	101	-1	-4	1	2.7	10	99	0	-0.1	25
CCC(C)(C(=O)NC1CCCCC1)N(Cc1ccco1)C(=O)CNC(=O)c1ccccc1 (stereo not drawn)	89	10	-6	1	-1.5	13	93	-6	-0.3	-7
O=C(CCC(=O)CCN1CCCCC1)CCN1CCCCC1	98	4	16	1	-2.5	-1	106	-1	-0.1	-1
COc1ccc(Cn2c(C)c(C)c(C#N)c2NC(=O)Nc2ccccc2)cc1	98	3	-3	1	-3.9	12	92	4	-0.4	-1
Cc1ccc(NC(=O)c2cc(-c3ccco3)on2)cc1C	132*	-34	-6	2.6	-1.2	-10	111	-4	0.5	8
CC(C(=O)NCC1CCCO1)N(C(=O)c1snc(C(N)=O)c1N)c1cccc(F)c1 (stereo not drawn)	98	2	9	1	-1.0	9	95	-7	0.2	-12
COc1cccc(CNC(=O)Cc2csc(Nc3nc(=S)[nH]c4ccccc34)n2)c1	94	4	-5	1.4	0.1	-29	127	-3	0.0	-11
COc1cc(/C=N/NC(=O)c2ccoc2C)cc(OC)c1O	135*	-39	3	1.1	-1.5	-3	100	1	-0.3	-2
O=C(Nc1ccc([N+](=O)[O-])cc1)Nc1ccc(N2CCOCC2)c2nonc12	104	-6	-8	0.42	-0.6	-4	105	-2	-0.1	0
CCC(=O)NC(=Nc1nc2ccccc2s1)NC(=O)CC	180*	-87	-5	6.7*	1.5	13	91	-4	0.0	147*
O=C(C1CCN(CCCc2ccccc2)CC1)N(CCc1ccccc1)Cc1ccccc1	99	1	8	0.61	-0.1	-5	108	0	-0.2	-9
O=C(NCCC1=CCCCC1)C(=O)NCC1OCCCN1S(=O)(=O)c1cc(F)ccc1F (stereo not drawn)	92	8	4	0.83	-0.5	0	104	-5	-0.4	6
CCOC(=O)COc1ccccc1/C=C\[N+](=O)[O-]	123	-26	22	0.7	-0.3	-3	102	3	1.3	-38
O=c1cc(/N=C/c2coc3c(ccc4ccccc43)c2=O)[nH]c(=S)[nH]1	96	5	-7	1.3	-0.2	4	99	-6	-0.2	-10
Cc1ccc(-c2nc3cc(Br)cnc3nc2-c2ccc(C)cc2)cc1	100	-2	7	1.2	-0.1	7	102	1	-0.1	-4
COc1ccc(CCN(CC(=O)NC2CCCC2)C(=O)CCC(=O)Nc2cc(C)on2)cc1OC	89	12	-9	1.1	-1.1	5	101	-7	0.0	-14
O=c1[nH]c2ccccc2n1CCCOc1ccccc1	105	-5	6	1.1	1.1	22	85	0	-0.4	7
CC(CNC(=O)c1ccc(C(C)(C)C)cc1)CN(C)C (stereo not drawn)	109	-10	-2	0.96	-0.4	-8	112	0	-0.2	0
CCOc1ccc(-n2c(SC)nc3c(c2=O)SCC3)cc1	93	5	5	1.2	-1.1	-3	106	-8	-0.3	-4
Cc1ccccc1NC(=S)NC1CC2CCC(C1)N2Cc1ccco1 (stereo not drawn)	91	11	0	1	-4.9	5	100	-1	0.0	15
Cc1cccc(Cn2nc(C)cc2NC(=O)Cn2cc([N+](=O)[O-])cn2)c1	100	-4	11	1	0.0	16	90	-2	-0.3	9
COc1ccc(-c2noc(-c3ccccc3C(=O)Nc3cccnc3)n2)cc1OC	96	4	-4	0.43	2.4	6	99	0	-0.2	-18
CCOc1ccc(NC(=O)CSc2n[nH]c(=O)n2-c2ccccc2)cc1	99	1	-2	0.9	0.7	9	95	0	-0.4	9
CN1CC(=O)N(CC(=O)N2CCC(Cc3ccccc3)CC2)C1=O	92	6	14	1	0.2	14	92	-2	-0.1	16
O=C(CCc1nnc(CCC2CCCCC2)o1)NCCn1cccn1	101	-2	-13	1.1	-0.3	1	104	-6	-0.2	-1
CCOC(=O)NC(c1cccc(Cl)c1)C1CCCCCC1=O (stereo not drawn)	103	-4	4	1.1	0.1	7	99	-6	-0.4	2
Cc1cccc(NC(=O)CSc2nnc(-c3ccco3)o2)c1C	90	11	3	0.86	1.2	12	97	-3	-0.4	-4
COc1ccc(NC(=O)c2cc3n(n2)C(C(F)(F)F)CC(c2ccco2)N3)cc1 (stereo not drawn)	98	2	5	0.59	1.4	-1	109	-5	-0.4	4
Cc1sc2nc(CN(Cc3cccs3)C(=O)NC3CCCCC3)[nH]c(=O)c2c1C	100	1	3	1.1	1.0	8	97	-4	0.2	12
Cc1cc(C(=O)COc2ccccc2Cl)c(C)n1-c1ccc2c(c1)OCO2	116	-18	-21	1.6	-0.4	-1	104	-6	-0.2	15
C=C(C)CSc1nc(N)cc(=O)[nH]1	88	12	-4	0.97	0.3	13	94	3	-0.3	-8
O=[N+]([O-])c1ccc(Nc2ccccc2F)nc1	99	0	-5	1.4	-0.5	22	84	-1	0.0	9
CC1CCCC(N2CCN(C(=O)c3cccc(F)c3)CC2)C1 (stereo not drawn)	101	-1	5	1.1	1.3	-6	106	-3	-0.3	8
Cc1cc(C)c(NC(=O)CN)c(C)c1	97	2	1	1.1	-0.5	1	103	0	-0.1	3
CCN(CC)CCOCCOc1ccc(Cl)c2ccccc12	93	6	8	1.3	-0.3	3	98	2	-0.2	24
Cc1cccc(NC(=O)c2ccccc2O)c1C	100	0	8	1.4	0.0	2	105	0	-0.2	56
CN(Cc1nc(-c2cnccn2)no1)CC1CCN(Cc2ccccc2)CC1	110	-13	-9	1.1	-0.1	0	103	-5	0.2	10
Cn1cccc1Cc1nnc(SCC(=O)N2CCOCC2)n1-c1ccc(F)cc1	104	-5	-6	1.2	-0.5	5	100	-2	-0.3	1
CCOc1ccc2nc(NC(=O)CSc3ccccc3)sc2c1	102	-2	2	0.84	0.0	6	98	-1	-0.1	17
COc1ccc(CNC(=O)C(=O)NC2CC(C)(C)NC(C)(C)C2)cc1	103	-5	2	0.98	-0.4	4	104	0	-0.1	14

Whole records from above:
`O=[N+]([O-])c1ccc(Nc2ccccc2F)nc1` is listed as STAT1 activator: 99; STAT1 blocker: 0; TLR4-MyD88 BLA: -5; NF-kB neuron act: 1.4; Redox H2O2 prof: -0.5; STAT3 inh: 22; STAT3 activator: 84; HMGR II inh: -1; Hsp70 activator: 0.0; APP 5'UTR act: 9
`Cn1cccc1Cc1nnc(SCC(=O)N2CCOCC2)n1-c1ccc(F)cc1` is listed as STAT1 activator: 104; STAT1 blocker: -5; TLR4-MyD88 BLA: -6; NF-kB neuron act: 1.2; Redox H2O2 prof: -0.5; STAT3 inh: 5; STAT3 activator: 100; HMGR II inh: -2; Hsp70 activator: -0.3; APP 5'UTR act: 1

(listing goes on)
SMILES	STAT1 activator	STAT1 blocker	TLR4-MyD88 BLA	NF-kB neuron act	Redox H2O2 prof	STAT3 inh	STAT3 activator	HMGR II inh	Hsp70 activator	APP 5'UTR act
COc1cc(C(=O)N/N=C/c2ccsc2C)cc(OC)c1OC	97	4	8	3.2	-4.8	-20	120	-3	0.4	-96
COc1cccc(OC)c1-c1nn2c(-c3cc(-c4ccccc4)n[nH]3)nnc2s1	104	-4	-8	1.1	3.5	18	87	-2	-0.1	-8
Cc1cc(-c2nn(-c3ccccc3F)cc2CNCCc2cnccn2)c(C)s1	96	2	0	1.4	-0.9	7	100	-5	-0.2	16
Cn1c(NC(=O)C[n+]2cc(-c3ccc(F)cc3)n3c2CCC3)cc(=O)n(C)c1=O	94	7	6	1	-0.7	6	95	-5	-0.1	14
CSCCC(NS(=O)(=O)c1ccc(Cl)cc1)C(=O)OCC(=O)NC1CCCCC1 (stereo not drawn)	90	10	4	0.82	0.0	6	93	0	-0.1	20
CC(=O)NC(Cc1ccccc1)C(=O)N1CCN(C(=O)c2cccs2)CC1 (stereo not drawn)	98	2	4	1.1	-0.1	7	97	-13	0.0	7
Cc1csc(NC(=O)c2cccc(S(=O)(=O)N3CCN(C)CC3)c2)n1	95	6	9	0.95	-1.0	-17	115	-5	0.1	8
CCC(=O)c1ccc(OCC(O)Cn2c(C)nc3ccccc32)cc1 (stereo not drawn)	74	30	0	0.57	-0.3	64*	48	-4	-0.7	8
COC(=O)c1ccc(/C(O)=C(\C#N)c2nc3ccccc3s2)cc1	115	-17	1	1.6	-1.4	-1	103	-4	-0.1	43
C/C(=C\C#N)n1nc(C)cc1N	100	0	-1	1	1.6	6	100	-1	0.1	7
O=C(Cc1cccs1)N1CCN(c2ccc(F)cc2)CC1	99	1	1	0.71	-0.1	12	92	-8	0.1	8
Cc1c(C(=O)OC(C)C)sc2nc[nH]c(=O)c12	100	-1	-14	1.4	-0.8	9	94	-3	-0.3	23
COc1ccc(-c2nnc(SC(C)C(=O)NNC(=O)c3ccc(C)cc3)o2)cc1 (stereo not drawn)	86	16	-11	1.4	0.2	0	102	2	0.0	-2
COc1ccc2c(c1)C1(Nc3ccccc3-c3nc4ccccc4n31)C(=O)N2 (stereo not drawn)	104	-4	-2	0.94	1.0	5	98	0	-0.3	11
FC(F)(F)c1cccc(NC(=S)Nc2cccc(Cl)c2)c1	82	20	-3	1.1	1.2	12	99	0	-0.3	-13
COc1ccccc1NC(=O)NCCC1=CCCCC1	104	-7	-10	1.1	-0.9	17	89	-3	0.1	-12
COC(=O)C1=C(C)NC(C)=C(C(=O)OC)C1c1ccc(-c2cccc(Cl)c2Cl)o1	98	2	-5	0.87	0.6	-7	105	-5	-0.1	14
CCC1CCCCN1C(=O)CSc1nnc(-c2ccc3c(c2)OCCO3)o1 (stereo not drawn)	102	-2	2	1.1	-0.6	4	98	-4	-0.1	-6
CC1CCN(c2nc3ccc(C(=O)O)cc3s2)CC1	26	80*	-5	6.7*	-2.1	109*	13	1	-0.5	-46
O=C(NC1CCCCC1)N1CCC(n2c(=O)[nH]c3ccccc32)CC1	·	·	·	0.84	-1.4	·	·	0	·	3
CN(C)C=Nc1c(Br)cc(Br)c2nonc12	101	-1	25*	1.2	1.8	16	93	0	-0.2	6
COc1cc(NC(=O)c2ccccc2)c(OC)cc1NC(=O)CN1CCN(c2ccccn2)CC1	99	1	-2	0.46	0.8	17	93	-3	-0.3	9
Cc1ccc(-c2nnc(SCC(=O)N3c4ccccc4NC(=O)C3(C)C)n2N)cc1	100	0	6	0.87	1.5	3	101	-4	0.5	0
c1ccc(OCCCn2nnc(-c3cccnc3)n2)cc1	95	5	-5	1.1	1.8	6	98	2	-0.4	-8

Compounds as they come. About 5.6% of those tested had a hit in this group.
